PTPN22 inh 2: inhibitors of human LYP (PTPN22) phosphatase; Q9Y2R2; recombinant LYP catalytic domain, DiFMUP fluorescence; inhibition, % at 2 µM; hit rate 0.21% among 96,000; AID 640;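 active = inhibition at 2 µM at or above a set limit, the screen mean plus 3 SD, cut at about 24% in these data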;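 note: 0% = DMSO with enzyme and 100% = enzyme fully blocked by orthovanadate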
Plk1 PBD FP: inhibitors of human Plk1 polo box domain binding | P53350 | Plk1 PBD phosphopeptide binding, fluorescence polarization | inhibition, %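 (tested at about 20 µM)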 | hit rate 0.13% among 97,000; in the data active = inhibition above about 34%, passing the limit was not always enough
Target sequence (P53350 whole entry, looked up, the tested form may be a part): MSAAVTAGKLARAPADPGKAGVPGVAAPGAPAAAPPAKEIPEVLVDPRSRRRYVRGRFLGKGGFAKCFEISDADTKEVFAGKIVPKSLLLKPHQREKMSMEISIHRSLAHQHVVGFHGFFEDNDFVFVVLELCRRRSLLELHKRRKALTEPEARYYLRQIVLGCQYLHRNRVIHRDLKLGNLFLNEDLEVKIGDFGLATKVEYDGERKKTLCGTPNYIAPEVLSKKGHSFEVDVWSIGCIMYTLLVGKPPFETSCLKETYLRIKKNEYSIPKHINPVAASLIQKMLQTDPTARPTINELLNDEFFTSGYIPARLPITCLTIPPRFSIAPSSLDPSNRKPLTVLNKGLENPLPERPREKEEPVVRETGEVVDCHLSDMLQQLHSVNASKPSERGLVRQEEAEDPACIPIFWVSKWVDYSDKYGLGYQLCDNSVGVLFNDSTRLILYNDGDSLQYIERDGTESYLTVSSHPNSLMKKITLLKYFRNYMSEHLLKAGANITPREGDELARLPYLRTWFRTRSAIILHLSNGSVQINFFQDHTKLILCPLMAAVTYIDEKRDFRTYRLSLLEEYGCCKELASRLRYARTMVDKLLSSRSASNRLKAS
PTPN22 act: LYP (human) phosphatase activation | activation, % at 2 µM | hit rate 0.11% among 96,000 | AID 697 | recombinant LYP, DiFMUP fluorescence; 0 = plate median, 100 = signal doubled;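 active = activation at 2 µM above a set limit, the mean plus 5 SD, cut at about 37% in these data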
EphB4 ephrin blk: antagonists of human EphB4-ephrin-B2 interaction | P54760 | EphB4 LBD / TNYL-RAW-Alexa532 peptide, fluorescence polarization | inhibition, % at 7 µM | hit rate 0.15% among 97,000;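 active = inhibition above the screen-wide mean inhibition plus 3 SD, cut at about 15% in these data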;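 note: 0% = DMSO wells and 100% = excess unlabeled TNYL-RAW peptide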
Rev-RRE block: disrupts HIV-1 Rev binding to RRE RNA; P05866; Rev peptide-RRE RNA binding, FRET; inhibition, % at 8 µM; hit rate 0.79% among 97,000; AID 704;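 active = inhibition above the screen-wide mean plus 3 SD, cut at about 35% in these data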;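 note: 0% = median DMSO wells and 100% = median Neomycin B control wells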
Target sequence (P05866 whole entry, looked up): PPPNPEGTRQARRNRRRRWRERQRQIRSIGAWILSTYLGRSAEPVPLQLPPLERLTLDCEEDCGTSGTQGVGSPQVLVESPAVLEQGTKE
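Test system: Cy5-tagged RRE RNA duplex with fluorescein-tagged Rev peptide | Read-out: % inhibition of FRET ratio versus controls | Probe or stimulus: Labelled Rev peptide | Incubation: 5 min RNA-compound premix plus 15 min binding step, 25 °C | Technique: FRET fluorescence readout | Benchmarks: DMSO low control, neomycin B high control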
PTK2B oligo ant: antagonists of human Pyk2 oligomerization; Q14289; Q293 cells, Pyk2 FERM NanoBiT luminescence; hits give low values; z-score (the deposit names both 25 µM and 10 µM); hit rate 0.83% among 99,000; AID 1347419;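 active = Z-score of -3 or lower, scaled per plate to the spread of control and sample wells; inactive = z-score above -3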;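 note: negative z-score means lost luminescence so less FERM oligomerization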
F-actin modifier: cytoskeleton assembly modification. hit rate 0.18% among 91,000. HUVEC TNFa F-actin phalloidin imaging, high content. inhibition, % at 2 µM;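 active = inhibition above the batch mean plus 3 SD and confirmed as a hit by visual image inspection, cut at about 30% in these data, passing the limit was not always enough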; note: strong numbers were not always called active
FAK inh: FAK (human) kinase inhibition; hit rate 0.84% among 97,000; inhibition, %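 (tested at 7 µM)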; biochemical FAK kinase activity assay; AID 727; in the data active = inhibition above about 19%;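 note: 0% = DMSO and 100% = reference compound high control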
PLK1 inh: inhibitors of human PLK1 kinase; P53350; hit rate 0.53% among 97,000; AID 619; inhibition, % at 10 µM; recombinant PLK1 kinase, TR-FRET peptide phosphorylation;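 active = inhibition of 50% or more in the single-concentration screen; inactive = inhibition below 50%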;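 note: 0% = DMSO max control and 100% = H-89 dihydrochloride min control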
Active calls of the source: *; / = not tested or not shown.

SMILES	PTPN22 inh 2	Plk1 PBD FP	PTPN22 act	EphB4 ephrin blk	Rev-RRE block	PTK2B oligo ant	F-actin modifier	FAK inh	PLK1 inh
Cc1ccc(-c2n[nH]c(=S)n2Cc2ccccc2)cc1	0	-12	2	14	8	-1.3	-4	-2	-37
Cc1ccc(N(C(=O)c2csnn2)C(C(=O)NC(C)(C)C)c2ccncc2)cc1 (stereo not given)	8	21	-5	6	-2	0.24	-4	7	-7
CC1=C(C)CC(C(=O)NCC(=O)c2ccccc2)C(C(=O)O)C1 (stereo not given)	0	-5	-1	1	8	-0.47	-1	1	-9
N#CC1=C(N)SC(N)=C(C#N)C1Cc1ccccc1	-8	4	6	14	47*	0.4	14	1	43
C=CCNc1nc(N2CCCC2)nc2ccccc12	7	14	-7	4	-2	1.2	14	-3	-5
CC1CCN(S(=O)(=O)c2cc(Cl)ccc2Br)CC1	4	-18	-6	-6	12	-0.8	-8	-1	-14
CSCCC(NC(=O)c1ccc(Cl)cc1)C(=O)NC(C)(C)C (stereo not given)	-8	2	8	3	4	0.33	-18	-1	-8
COc1ccc2nc3c(cc2c1)c(NC(=O)c1cccs1)nn3CC(C)C	6	-25	-8	5	18	-3.4*	-10	6	3
CCOC(=O)c1[nH]c(C)c(CN(CCc2ccc(OC)c(OC)c2)C(=O)CCCC(=O)O)c1C	-7	-22	6	7	4	0.07	28	1	10
CCn1ncc(Br)c1C(=O)Nc1ccccc1C(=O)OC	5	-2	-7	6	3	0.46	-18	53*	-9
Cc1ccc(SCc2c(C#N)c3ccccc3n2C)cc1	-14	3	15	-2	11	-2	10	4	-13
Cc1ccc(CSc2nnc(-c3ccc(S(=O)(=O)N4CCCC4)cc3)o2)cc1	-10	-10	9	-11	1	1.2	-21	-2	-6
O=C(c1ccc2c(c1)OCO2)n1nnc2ccccc21	-5	2	2	0	5	/	3	-2	-9
CCCc1cc(=O)[nH]c(SCC(=O)N2CCN(c3ccccc3)CC2)n1	-4	-18	5	-1	2	0.32	-5	4	-1
Brc1cccc(-c2nnc3n2CCCCC3)c1	-2	-8	1	7	7	-0.23	5	5	-7
COc1ccc(NC(=O)C(C)N(c2ccc(C)cc2)S(C)(=O)=O)cc1 (stereo not given)	7	1	-9	1	5	0.31	7	-1	-3
CCOC(=O)c1cnn(-c2ccc(C)cc2)c1N	2	-8	-2	5	5	-0.71	-26	2	-10
CCOC(=O)c1cc2c(=O)[nH]ccc2nc1C	5	-6	-8	2	9	3.1	17	9	-8
COc1ccc(CCNC(=O)c2c(O)c3c([nH]c2=O)CCCC3)cc1OC	5	10	-7	-3	3	-0.31	36	3	-11
O=c1[nH]c(CSc2nnc(COc3ccccc3)n2-c2ccccc2)nc2ccccc12	-11	-25	7	-4	2	-0.17	-16	2	2

Looked up above:
CCn1ncc(Br)c1C(=O)Nc1ccccc1C(=O)OC in PTPN22 inh 2 shows 5
CSCCC(NC(=O)c1ccc(Cl)cc1)C(=O)NC(C)(C)C (stereo not given) in PTPN22 inh 2 shows -8
CCOC(=O)c1[nH]c(C)c(CN(CCc2ccc(OC)c(OC)c2)C(=O)CCCC(=O)O)c1C in F-actin modifier shows 28

The list goes on.
SMILES	PTPN22 inh 2	Plk1 PBD FP	PTPN22 act	EphB4 ephrin blk	Rev-RRE block	PTK2B oligo ant	F-actin modifier	FAK inh	PLK1 inh
CCN1CCN(C(=O)Cn2ncc3c2-c2ccccc2OC3)CC1	-4	-13	2	-1	7	/	12	-5	-10
CC(C)Oc1ccc(C(CC(=O)O)NC(=O)CSc2ncn[nH]2)cc1 (stereo not given)	22	13	-21	-8	4	0.19	-22	3	-8
COc1ccc(C2C(C#N)=C(N)Oc3n[nH]c(C)c32)cc1Cn1nnc2ccccc21 (stereo not given)	-2	10	1	3	6	0.4	9	0	-13
NS(=O)(=O)c1ccc(Nc2ncccc2[N+](=O)[O-])cc1	1	-24	-2	-2	1	-0.77	0	0	-8
CCCCC(=O)Nc1ccc(NC(=O)c2ccc3c(c2)OCO3)cc1OC	0	1	-3	-5	5	-0.05	15	-2	0
CCCCCCCCCCCNC(=O)c1ccoc1C	9	0	-8	-4	6	0.1	-4	0	9
Cc1ccc(C(C(=O)NC2CCCCC2)N2CCOCC2)cc1 (stereo not given)	4	-8	-4	-3	-5	0.18	3	-2	2
N#CCCN(CCC#N)c1nncs1	-2	-5	2	-2	9	-0.5	10	0	1
Nc1ncc(Br)cc1S(=O)(=O)NCCC(=O)N1CCN(c2ncccn2)CC1	-9	-15	10	1	-1	0.87	/	-2	-12
Nc1ccc(C(=O)Nc2ccco2)cc1	3	-11	-3	-7	3	-0.07	-13	-2	-4
O=C(CSCc1nc2ccccc2[nH]1)N1CCN(c2cccc(Cl)c2)CC1	2	-3	-3	6	11	0.45	-18	0	-9
CC(C)Oc1nc(-c2ccccc2O)nc2ccccc12	-5	-13	4	5	24	0.28	-24	7	-21
Cc1cc2cc(CNS(=O)(=O)c3ccc4ccccc4c3)ccc2n1C	-8	17	5	3	5	/	11	-3	-11
COc1ccc2nc(NC(=O)CSc3nc4cccnc4n3C)sc2c1	-12	24	8	5	-5	2.9	-14	0	-12
CCOc1ccc(N/C=C/C(=O)c2ccc3ccccc3c2)c([N+](=O)[O-])c1	0	-20	-2	7	9	-1.5	1	5	-15
O=C(COc1ccccc1Cl)OCC(=O)N1CCN(S(=O)(=O)c2ccccc2)CC1	7	9	-1	6	12	-0.12	8	5	-7
Cc1nc2nc(-c3ccc(Cl)cc3)nn2c(C)c1Cl	6	9	-3	-1	1	/	-4	0	-11
Cn1c(CN2CCOCC2)nnc1SCC(=O)NC1CCCCC1	-4	-9	4	2	7	0.7	6	0	-9
CC(=O)N(C1=C(O)c2ccccc2C(=O)C1=O)C1CCCCC1	12	-6	-10	-10	-1	-0.3	/	-4	-8
Cc1cc(C)cc(OCc2ccc(C(=O)N3N=C(C(F)F)CC3(O)C(F)F)o2)c1 (stereo not given)	-7	21	4	-3	12	-1	-1	0	-1
COc1ccccc1NC(=O)c1ccccc1NS(C)(=O)=O	-10	-9	8	4	7	-0.97	21	-2	-8
COc1ccc(C(=O)C/C(=C\C(=O)c2ccc(C)cc2)c2ccccc2)cc1	5	-1	0	-6	17	-0.31	44	2	-30
COc1cccc(N2C(=O)CC(N3CCN(C(=O)c4ccco4)CC3)C2=O)c1 (stereo not given)	0	10	3	-1	10	-0.1	-12	-1	-4
Cc1csc(NC(=O)C2CCCN(S(=O)(=O)c3ccc4c(c3)oc(=O)n4C)C2)n1 (stereo not given)	6	23	-6	-1	4	/	-4	-8	7
CC1CN(c2nc(-c3ccc(Br)cc3)nnc2-c2ccccc2)CC(C)N1 (stereo not given)	-11	-1	15	-6	0	-0.28	-24	1	-9
COCCN1C(=O)c2ccc(C(=O)Nc3nccs3)cc2C1=O	-3	6	-2	-1	4	-0.39	15	0	1
CCNc1nc(NC(C)C)nc(Nn2cnnc2)n1	-2	-10	-2	-5	-1	0.26	4	-5	-9
Fc1ccccc1COc1ccccc1CNCc1ccncc1	4	-1	0	1	6	0.62	-4	3	-5
CCN(CC)C(=O)C1CCN(S(=O)(=O)c2cccc3nonc23)CC1	-5	-2	4	2	5	-0.95	-2	0	0
COc1ccc(/C=C2\CCc3ccccc3C2=O)cc1Cn1nc(C)cc1C	6	-12	-6	2	6	-1.5	14	-1	-4
CCN(CC)c1ccc(NC(=O)c2c(OC)cccc2OC)c(C)c1	4	8	-4	-1	0	-0.5	10	-4	-10
COc1ccc(Cn2nc(C)cc2C)cc1OC	-6	-7	5	-2	2	0.38	-24	-2	3
COc1ccc(C2(C(=O)N3CCOCC3)CCCC2)cc1	-1	3	2	6	6	-0.38	35	0	-7
Cc1c(NC(=O)c2cnn3c(C(F)(F)F)cc(-c4ccco4)nc23)c(=O)n(-c2ccccc2)n1C	3	13	-3	-1	2	-0.31	-9	5	-8
CCOc1ccc(/C(O)=C2/C(=O)C(=O)N(CCOCCO)C2c2ccc(F)cc2)cc1 (stereo not given)	10	19	-11	-3	-1	-1.4	-77	-11	-16
O=C1NC(c2ccccc2)(C(F)(F)F)C(=O)N1Cc1cccnc1 (stereo not given)	-6	-15	1	4	2	-2	8	2	-5
COC(=O)CCC(=O)N1CCc2cc(S(=O)(=O)N3CCc4ccccc43)ccc21	1	-7	-1	-8	3	1.4	-7	0	-1
CCCC(=O)Nc1ccc2c(c1)nc(CCNC(=O)c1ccccc1)n2C	27*	1	-26	0	2	4.2	/	-1	-7
COC(=O)CSc1nnc(CNC(=O)Cc2ccccc2)n1-c1ccccc1OC	0	-3	-1	-1	0	0.12	-2	-1	-13
O=C(Nc1ccc(S(=O)(=O)N2CCCCC2)cc1)c1ccc(CN2CCOCC2)cc1	-7	-10	7	-1	9	-1.8	13	2	-1
CCOc1ccccc1C1NC(=O)NC(C)=C1C(=O)OCc1ccco1 (stereo not given)	-3	22	4	3	7	0.43	17	-2	-3
CN1CCN(c2ccc(Cl)cc2NC(=O)c2ccc(S(=O)(=O)N(C)C)cc2)CC1	8	-45	-10	-3	0	0.95	-7	-1	0
O=C(COC(=O)c1ccccc1Oc1ccccc1)NC1CCS(=O)(=O)C1 (stereo not given)	8	-11	-5	-3	-1	0.23	-12	-4	-6
CCOC(=O)c1ccc(NC(=O)COC)cc1	0	-27	0	-1	4	0.23	9	-1	-11
CC(C)Cn1c(C(C)C)nc([N+](=O)[O-])c1Sc1ccc(Cl)cn1	9	17	-12	11	7	-0.86	5	-2	-8
COc1ccc(NC(=S)NCCN2CCOCC2)c(OC)c1	-2	-17	0	6	7	0.94	8	5	-6
COc1ccc(CNC(=O)CN(C(=O)c2ccc(CN3CCOCC3)o2)C2CCCC2)cc1	0	-14	4	-5	3	0.94	5	1	-5
CC1CCCN(CC(=O)Nc2ccc(S(=O)(=O)NC3CCCCC3)cc2)C1 (stereo not given)	-12	7	9	2	11	1.6	22	1	-13
N#C/C(C(=O)N1CCOCC1)=C1/SC(Cc2ccccc2)C(=O)N1c1ccccc1 (stereo not given)	-1	-10	-2	8	44*	0.16	-6	-4	8
COC(=O)c1ccccc1NC(=O)N1CSC[C@H]1C(=O)OC	-8	-26	11	-5	2	0.47	-16	-1	-8
CC(=O)c1c(C)[nH]c(C(=O)NCc2cccs2)c1C	-1	-5	-5	-1	4	1.2	-4	0	-6
CCOC(=O)Cn1c(=O)oc2cc(S(=O)(=O)N3CCN(c4ccccn4)CC3)ccc21	-7	8	7	-8	1	/	8	-2	-9
Cc1n[nH]c(C)c1S(=O)(=O)N1CCOCC1	3	11	-5	-11	6	-0.51	-4	2	-13
CCOCCCNc1nc2c(C)cccn2c(=O)c1/C=C1\SC(=S)N(CC(C)C)C1=O	8	-29	-3	-5	44*	-0.58	-16	-5	-16
Cc1cccc(NC(=O)Cc2noc3ccccc23)c1	8	2	-7	-1	5	0.11	-4	3	-8
CC(C)c1ccc(/C=N/n2nnnc2Nc2ccccc2)cc1	2	9	-1	-5	0	0.93	/	-2	-3
CCC(NC(=O)Cn1cnc2c(=O)n(C)c(=O)n(C)c21)c1ccccc1 (stereo not given)	0	-12	3	4	7	0.28	-4	-9	-2
COc1ccc(NS(=O)(=O)c2c(C)cc(C)cc2C)cc1	4	-11	-3	0	16	-0.65	/	2	9

Three of the entries above in order of the Rev-RRE block value, lowest first.
SMILES	PTPN22 inh 2	Plk1 PBD FP	PTPN22 act	EphB4 ephrin blk	Rev-RRE block	PTK2B oligo ant	F-actin modifier	FAK inh	PLK1 inh
CN1CCN(c2ccc(Cl)cc2NC(=O)c2ccc(S(=O)(=O)N(C)C)cc2)CC1	8	-45	-10	-3	0	0.95	-7	-1	0
CCOC(=O)c1ccc(NC(=O)COC)cc1	0	-27	0	-1	4	0.23	9	-1	-11
COc1ccc(NC(=S)NCCN2CCOCC2)c(OC)c1	-2	-17	0	6	7	0.94	8	5	-6

Compound activity from PubChem.
